aGlu spleen mod: lysosomal alpha-glucosidase (human) modulation; Potency, µM (titrated, usually from 79.9 µM), for the others: at the top dose activity change, negative = inhibition, usual class: inhibitors; hit rate 0.006% among 240,000; P10253; human spleen homogenate, 4-MU-alpha-glucoside fluorescence;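 note: 0% = enzyme with vehicle and -100% = no enzyme basal signal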
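Human spleen homogenate (1 ug) with 4-methylumbelliferyl-alpha-D-glucopyranoside (1 mM final) in 50 mM citrate/phosphate pH 5.0, 0.01% Tween-20; 40 min at 37 C. Stopped at pH 10; 4-MU fluorescence Ex 365/Em 440 nm; AC50 by Hill fit.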
GAA inhib: alpha-glucosidase (human) inhibition; P10253; purified human GAA, 4-MU-alpha-glucoside fluorescence; Potency, µM (titrated, usually from 76.9 µM), inactives show top-dose activity change, negative = inhibition, hits mostly inhibitors; hit rate 0.005% among 200,000; AID 1466;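 note: plate controls were uninhibited enzyme wells for no effect and no-enzyme background for full effect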
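qHTS format, compound range up to 77 uM. Human lysosomal enzyme at 4 nM, 400 uM 4-MU glucoside substrate, pH 5.0, 20 min room temperature; fluorescence after alkaline stop gives activity normalized to controls.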
RECQ1 inh: inhibitors of human RECQ1 DNA helicase. P46063. RECQ1 DNA unwinding, red fluorescence kinetic read. Potency, µM (top dose mostly 57.3 µM), without a hit: at the highest dose activity, negative = inhibition, hits mostly inhibitors. hit rate 0.54% among 240,000;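 note: plate controls were vehicle for no effect and no enzyme for full effect; nearly all actives have a fitted effect of over 30% in size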
Target sequence (P46063 whole entry, looked up): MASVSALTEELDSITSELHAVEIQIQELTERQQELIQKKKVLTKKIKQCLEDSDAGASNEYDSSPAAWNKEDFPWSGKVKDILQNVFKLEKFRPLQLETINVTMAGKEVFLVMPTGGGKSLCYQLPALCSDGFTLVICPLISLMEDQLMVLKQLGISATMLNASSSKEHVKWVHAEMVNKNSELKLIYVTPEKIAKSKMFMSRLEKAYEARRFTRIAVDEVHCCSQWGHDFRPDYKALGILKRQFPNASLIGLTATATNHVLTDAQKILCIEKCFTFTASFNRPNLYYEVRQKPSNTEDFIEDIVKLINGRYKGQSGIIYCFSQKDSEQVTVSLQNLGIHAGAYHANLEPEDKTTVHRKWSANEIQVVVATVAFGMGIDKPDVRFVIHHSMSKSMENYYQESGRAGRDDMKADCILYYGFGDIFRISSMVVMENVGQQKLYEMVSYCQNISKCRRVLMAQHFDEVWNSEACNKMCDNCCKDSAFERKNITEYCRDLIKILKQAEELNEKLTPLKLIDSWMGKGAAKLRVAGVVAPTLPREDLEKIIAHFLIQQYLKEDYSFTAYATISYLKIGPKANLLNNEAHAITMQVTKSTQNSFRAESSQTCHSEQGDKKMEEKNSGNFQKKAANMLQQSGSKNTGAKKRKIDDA
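50 nM RECQ1T1 preincubated 15 min with compound in Tris pH 8.0 buffer with MgCl2, DTT, Tween-20 and 2.5 ug/ml poly(dI-dC); started with 200 nM TAMRA/BHQ-2 forked duplex and 2 mM ATP. Unwinding read as fluorescence (525/598 nm), two reads 2 h apart.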
TRb-SRC2 inh: TRbeta-SRC2 interaction inhibition; P10828; TRbeta-SRC2 peptide binding, fluorescence polarization; receptor liganded with 1 µM T3; Potency, µM (top dose mostly 106 µM), without a hit: top-dose activity change, negative = inhibition, most hits filed as inhibitors; hit rate 0.065% among 280,000;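 note: plate controls were bound peptide for no effect and peptide without receptor for full effect; nearly all actives have a fitted effect of over 50% in size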
Target sequence (P10828 whole entry, looked up): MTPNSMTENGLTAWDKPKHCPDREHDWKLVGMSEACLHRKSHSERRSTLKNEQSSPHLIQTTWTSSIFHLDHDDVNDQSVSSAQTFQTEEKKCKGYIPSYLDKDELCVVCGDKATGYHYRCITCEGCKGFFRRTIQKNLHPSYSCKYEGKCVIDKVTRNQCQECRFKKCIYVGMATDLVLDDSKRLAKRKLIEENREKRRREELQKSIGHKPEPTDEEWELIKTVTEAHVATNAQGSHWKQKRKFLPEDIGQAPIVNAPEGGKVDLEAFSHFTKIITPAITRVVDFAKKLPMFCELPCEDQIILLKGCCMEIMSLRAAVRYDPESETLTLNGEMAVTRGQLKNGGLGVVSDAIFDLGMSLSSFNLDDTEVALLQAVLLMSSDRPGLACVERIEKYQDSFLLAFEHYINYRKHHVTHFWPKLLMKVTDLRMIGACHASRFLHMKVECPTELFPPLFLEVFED
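Human TRb ligand-binding domain (0.6 uM) is mixed with 20 nM Texas Red SRC2 peptide and 1 uM T3; after compound addition and 5 hr at ambient temperature, polarization is measured and normalized to unbound and bound controls.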
RGS12 GoLoco inh: blocks human Gai1 binding to RGS12 GoLoco peptide, red readout; P63096; Gai1:RGS12 GoLoco peptide FP, rhodamine, 10 min; Potency, µM (series often up to 61.6 µM), for inactives: top-dose activity, negative = inhibition, actives largely listed as inhibitors; hit rate 0.44% among 230,000; active = well fitted inhibition curve with a large enough effect, not every such curve was filed as active; inactive = no such curve, though single readings can be large or run the other way; note: nearly all actives have a fitted effect of over 30% in size; many of its hits are not listed in these tables
L3MBTL1 inh: L3MBTL1 (human) inhibition | Q9Y468 | AlphaScreen L3MBTL1–H3K9me1 peptide binding | Potency, µM (titrated, usually from 57.1 µM), for the others: top-dose activity, negative = inhibition, actives largely listed as inhibitors | hit rate 0.66% among 230,000; note: nearly all actives have a fitted effect of over 60% in size
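First, the protein-peptide complex forms for 30 min at room temperature (L3MBTL1 50 nM, biotinylated H3K9me1 peptide 75 nM). Next, compounds are pin-transferred and incubated 30 min. Finally, AlphaScreen beads are added and read after 30 min.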
TR SRC2 fluor cs: alters Texas Red total fluorescence, flagging assay interference; TRb/SRC2 Texas Red total fluorescence interference; hit rate 0.29% among 280,000; AID 1479; Potency, µM (highest dose often 106 µM), for the others: at the highest dose fluorescence change, negative = quenching; active = well fitted curve in either direction with a large enough effect; inconclusive = small, poorly fitted or top-dose-only effect
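Human TRb ligand-binding domain at 0.6 uM with 20 nM Texas Red SRC2 peptide in Tris buffer containing 1 uM T3 and 5% DMSO, incubated with compound 5 h at ambient temperature. Total fluorescence (555/632 nm) calculated as parallel + 2 × perpendicular.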
GAA glycogen: inhibitors or activators of human alpha-glucosidase glycogen cleavage; P10253; recombinant GAA, glycogen substrate, Amplex Red glucose oxidase fluorescence; Potency, µM (top dose mostly 76.4 µM), inactives show at the top dose activity change, negative = inhibition, usual class: inhibitors; hit rate 0.38% among 300,000;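 note: 0% = full enzyme reaction and -100% = no-enzyme basal signal; the screen sought inhibitors and activators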
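Recombinant human enzyme (4 nM); glycogen substrate; 37 C, 40 min, pH 5.0. Readout: coupled glucose oxidase/Amplex Red fluorescence.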
The depositor's hits bear a star; i = inactive; ? = inconclusive; . = no result given; [ ] = remark or other dose. Unless noted, calls come from the whole dose curve; as a rule, active = well fitted curve in the direction sought with a large enough effect; inconclusive = small, poorly fitted or top-dose-only effect, or another doubt; inactive = no such curve, though single readings can be large; an effect the other way counts as inactive or inconclusive. Unless noted, % is set by controls: 0 for no effect and ±100 for the full control effect; potency is the fitted concentration of half-maximal effect.

SMILES	aGlu spleen mod	GAA inhib	RECQ1 inh	TRb-SRC2 inh	RGS12 GoLoco inh	L3MBTL1 inh	TR SRC2 fluor cs	GAA glycogen
Cc1ccc(NC(=O)CCC(=O)NNC(=O)c2cccs2)cc1C	-1%	-2%	i	-2%	6%	.	-1%	-3%
COC(=O)[C@@]1(Cc2ccc(F)cc2)[C@H]2c3cc(C(=O)N4CCCC4)n(CC4CC4)c3C[C@H]2CN1C(=O)c1ccccc1	-6%	.	-20%	7%	-3%	.	0%	.
CCN(CC)c1ccc(CNc2nc3ccccc3n2C(C)C)cc1	0%	.	7%	-1%	7%	-4%	-1%	-4%
O=C(NCc1cccs1)C1CC(=O)N(c2ccc(F)cc2)C1 (centres undefined)	1%	-5%[15.4 µM]	-4%	0%	4%	-7%	2%	3%
CCCc1nc2sc3c(c2c(=O)[nH]1)CCCC3	-16%	11%	-8%	-6%	10%	14%	-1%	-4%
CC(C)NC(=S)N/N=C/c1ccccc1[N+](=O)[O-]	-5%	-3%	-5%	3%	12%	.	-1%	-11%
CCOC(=O)C1C(c2ccc(O)c(OC)c2)NC(=S)NC1(O)C(F)(F)F (centres undefined)	2%	-1%	-1%	-3%	9%	5%	1%	-9%
CC(C)c1ccc(-c2nnn(CCC#N)n2)cc1	6%	?	i	-1%	12%	5%	1%	21%
O=C1CC(=O)N(Cc2ccco2)C(=O)N1	1%	-2%	?	-9%	23%	3.2µM*	-1%	0%
O=C(CSc1ccccc1)N[C@@H](Cc1ccccc1)C(=O)O	-3%	.	-15%	-10%	4%	10%	-1%	8%
COc1ccc(Cl)cc1S(=O)(=O)N1CCN(c2ccc(F)cc2)CC1	-1%	-5%	i	-20%	3%	-1%	-2%	-3%
O=C1OC(C(=O)Nc2nccs2)Cc2ccccc21 (centres undefined)	-2%	-4%	-5%	-2%	14%	.	0%	4%
O=C(c1cccnc1)N1CCN(S(=O)(=O)c2ccc(S(=O)(=O)N3CCCC3)cc2)CC1	-5%	-6%	-1%	2%	6%	.	0%	-6%
CCN(CC)CCNC(=S)Nc1ccc(F)cc1	-4%	2%	14%	5%	-2%	-5%	1%	9%
CCOC(=O)c1c(-c2ccccc2)csc1NC(=O)CSc1nc(N)cc(N)n1	0%	?	3%	4%	14%	4%	-3%	-2%
Cc1nc(-c2ccccc2)nc2sc(C(=O)c3ccc(F)cc3)c(N)c12	-1%	.	-9%	0%	7%	17%	-1%	-6%
CCOC(=O)Cc1csc(NC(=O)C(C)Oc2ccc3c(C)cc(=O)oc3c2)n1 (centres undefined)	2%	?	i	-3%	9%	-3%	-6%	17%
CC(C)NC(=S)N1CCN(C(c2ccccc2)c2ccccc2)CC1	-2%	0%	-10%	-3%	.	10%	-3%	-17%
CCN(CC)S(=O)(=O)c1ccc(NC(=O)Cc2cccs2)cc1	5%	-2%	-8%	0%	22%	.	0%	-6%
O=C(N/C(=C/C=C\c1ccccc1)C(=O)N1CCOCC1)c1ccc(Br)cc1	-6%	-10%[15.4 µM]	i	2%	13%	0%	-2%	-15%
CSc1n[nH]c(=O)n1C1CCCCC1	-5%	-2%	-4%	4%	11%	8%	-2%	4%
Cc1cc(NC(=O)CSc2ccc(-c3cccc([N+](=O)[O-])c3)nn2)no1	2%	?	i	8%	-1%	.	-1%	3%
CCOCc1cc(C2NC(=O)NC(C)=C2C(=O)OCC)ccc1OC (centres undefined)	1%	0%	9%	9%	8%	17%	-1%	-2%
COc1ccc(CNCCNC(=O)c2cccs2)c(OC)c1OC	-19%	3%	-7%	0%	5%	3%	-7%	-12%
Cc1c(-c2nc(-c3cccnc3)no2)cccc1[N+](=O)[O-]	-8%	-2%	7%	-5%	14%	4%	4%	-2%

(cont.)
SMILES	aGlu spleen mod	GAA inhib	RECQ1 inh	TRb-SRC2 inh	RGS12 GoLoco inh	L3MBTL1 inh	TR SRC2 fluor cs	GAA glycogen
CCOc1ccc(N2CC(C(=O)NCCc3ccc(OC)c(OC)c3)CC2=O)cc1 (centres undefined)	-6%	1%	-2%	-10%	10%	2%	-2%	4%
O=C(CCc1ccccc1)Nc1nc2n(n1)C(c1ccc(Cl)cc1)CC(=O)N2 (centres undefined)	-15%	-5%	i	-2%	7%	.	-5%	-6%
CN(c1ccccc1)S(=O)(=O)c1cc(Cl)ccc1Cl	-2%	1%	i	-2%	-2%	.	0%	-2%
COc1ccc(S(=O)(=O)Nc2ccc3c(c2)OCO3)cc1	5%	0%	i	-19%	7%	-6%	2%	1%
COc1ccc(-c2nn(C)c(=O)c3ccccc23)cc1NC(=O)Cn1nc(-c2ccccc2)c2ccccc2c1=O	-6%	-10%	i	-10%	29%	-4%	-1%	29%
Cn1ncc([N+](=O)[O-])c1C(=O)Nc1ccc(-c2nc3ccccc3[nH]2)cc1	1%	-3%	?	2%	3%	2%	-5%	1%
O=[N+]([O-])c1nn(-c2ccc(Cl)cc2)n(O)c1=NCc1ccccc1	-12%	-1%	-4%	-5%	3%	.	-12%	5%
COc1cccc(C(=O)N(CN2CCCC2=O)c2cc(C)on2)c1	2%	0%	-3%	-23%[53 µM]	-20%	31%[activator]	1%[53 µM]	11%
COc1cccc(CNC(=S)NC2CC2)c1	1%	-3%	-13%	5%	6%	6%	-1%	15%
CCc1cccc(OCCCCN(CC)CC)c1	4%	-3%	-15%	-3%	-1%	.	-6%	8%
CN(C)S(=O)(=O)Oc1cccc(C(=O)Nc2ccccc2Cl)c1	3%	-4%	i	-18%	7%	2%	-2%	2%
COc1cc(C(=O)NCC(c2cccnc2)N2CCN(c3ccccc3)CC2)cc(OC)c1OC (centres undefined)	-4%	-6%	i	-2%	16%	-10%	-7%	-2%
O=c1[nH]c(/C(=N\O)c2ccccc2)no1	-6%	?	0%	-6%	5%	?	-5%	-3%
COc1ccc2c(c1)O[C@@H](c1ccc3c(c1)OCO3)[C@H](OC(=O)NCc1ccc3c(c1)OCO3)C2=O	1%	.	i	4%	6%	.	-1%	.
COc1cccc(CN2CCN(C3CCN(c4ccccc4F)CC3)CC2CCO)c1 (centres undefined)	-2%	7%	13%	10%	9%	1%	2%	-3%
CCCN(CC1CC1)C(=O)CSc1nnc(-c2cc(-c3cccs3)nc3ccccc23)o1	1%	10%	i	2%	-6%	.	-2%	3%
O=[N+]([O-])c1cc(S(=O)(=O)N2CCCC2)ccc1N/N=C/c1cccnc1	-4%	0%	-7%	0%	3%	5%	1%	4%
Cc1cc(Cl)ccc1OCC(=O)OCC(=O)Nc1ccc(F)c([N+](=O)[O-])c1	-13%	-8%	6%	4%	-7%	0%	3%	2%
CCOc1cc(NC(=S)NCCc2ccccc2)c(OCC)cc1NC(C)=O	2%	11%	-2%	-2%	8%	-16%	-2%	6%
COC(=O)c1ccccc1NC(=O)C1CCC(=O)N1S(=O)(=O)c1ccc(C)cc1 (centres undefined)	-9%	1%	-6%	-10%	2%	9%	0%	3%
S=C(c1ccc(-c2ccc(Cl)cc2Cl)o1)N1CCCC1	-9%	-5%	-2%	1%	1%	19%	-4%	5%
Cc1cc(Cl)ccc1OCCCC(=O)NCc1ccccn1	8%	2%	-1%	-1%	4%	.	-1%	7%
COc1ccc(CCNC(=O)COC(=O)Cn2cnc3ccccc32)cc1OC	1%	-4%	-8%	6%	6%	3%	-2%	-8%
CCn1c(COc2ccccc2C)nc2ccccc21	-13%	?	-2%	0%	8%	6%	-4%	-4%
CCCCCCCCCCCCCCCCCCNC(=O)OCC(COP(=O)([O-])OCC[n+]1ccsc1)OC (centres undefined)	-3%	.	0%	8%	9%	.	0%	.

4 entries from above, set out differently:
Values in the order – aGlu spleen mod	GAA inhib	RECQ1 inh	TRb-SRC2 inh	RGS12 GoLoco inh	L3MBTL1 inh	TR SRC2 fluor cs	GAA glycogen
O=[N+]([O-])c1nn(-c2ccc(Cl)cc2)n(O)c1=NCc1ccccc1
    -12%	-1%	-4%	-5%	3%	.	-12%	5%
Cn1ncc([N+](=O)[O-])c1C(=O)Nc1ccc(-c2nc3ccccc3[nH]2)cc1
    1%	-3%	?	2%	3%	2%	-5%	1%
O=[N+]([O-])c1cc(S(=O)(=O)N2CCCC2)ccc1N/N=C/c1cccnc1
    -4%	0%	-7%	0%	3%	5%	1%	4%
COc1cccc(C(=O)N(CN2CCCC2=O)c2cc(C)on2)c1
    2%	0%	-3%	-23%[53 µM]	-20%	31%[activator]	1%[53 µM]	11%

More structures follow:
SMILES	aGlu spleen mod	GAA inhib	RECQ1 inh	TRb-SRC2 inh	RGS12 GoLoco inh	L3MBTL1 inh	TR SRC2 fluor cs	GAA glycogen
CC(C)NC(=O)N1CCCN(c2nc3ccc(Cl)cc3s2)CC1	11%	-9%	-6%	-9%	7%	4%	-8%	-10%
O=C(CSc1nnc(NC(=O)c2ccc(S(=O)(=O)N3CCOCC3)cc2)s1)Nc1ccccc1C(F)(F)F	-2%	0%	1%	-10%	-4%	6%	0%	12%
O=C(Nc1ccc2c(c1)OCCO2)c1cc2sccc2n1Cc1ccc(F)cc1	-7%	3%	i	-5%	13%	-13%	-6%	-7%
Cc1nn(-c2ccccc2)c(N2CCCC2)c1/C=N/NC(=S)Nc1ccccc1C(F)(F)F	-7%	-1%	-15%	-1%[53 µM]	11%	-9%	-1%[53 µM]	-4%
O=C(c1ccccc1-n1cccn1)N1CCc2c([nH]c3ccccc23)C1c1ccccn1 (centres undefined)	-4%	.	i	-5%	0%	-15%	0%	-4%
CC(=O)Nc1ccc(NC(=O)CSc2nnc(COc3ccccc3C)n2CC2CCCO2)cc1 (centres undefined)	7%	5%	-12%	-5%	4%	2%	-3%	-9%
COc1ccc(/C=C(/C#N)C(=O)Nc2cccnc2)cc1OC	4%	0%	i	5%	12%	-6%	-1%	-2%
Cc1nn(-c2ccc([N+](=O)[O-])cc2)c2c1C(c1ccc(OC(F)F)cc1)N1C(=N2)C(=O)Nc2ccccc21 (centres undefined)	2%	-8%	i	-3%	31%[activator]	4%	4%	-4%
O=C(Nn1c(-c2ccc(Br)cc2)nc2ccccc2c1=O)c1ccncc1	-9%	-2%	i	2%	-2%	.	0%	-6%

The list is partial (hit frequency here may not be typical).
